SRC2 inh: inhibits human steroid receptor coactivator 2 | HEK293 GAL4-SRC2 luciferase reporter, luminescence | 0.17% of 370,000 active | AID 651957 | inhibition, % at 9 µM | Q15596;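 active means inhibition above the mean inhibition of all tested compounds plus 3 SD, set per campaign, cut at about 52% in these data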;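 further: 0% = DMSO treated cells and 100% = cells given Gossypol at 36 µM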
H9c2 protect: modulators protecting cardiomyocytes from myocardial damage; 0.63% of 360,000 active; H9c2 cardiomyocytes, H2O2 injury protection, ATPLite, 2 h; protection from H2O2 cell death, % at 20 µM;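 active means compounds giving at least 50% protection of heart cells from peroxide-induced death in the single-dose screen, raw or plate-pattern-corrected value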;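 further: 0% = DMSO wells with peroxide and 100% = DMSO wells without peroxide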
Glyco luc inh: N-linked glycosylation inhibition | D54 ERlucT glycosylation luciferase reporter, 24 h; percent of 100 nM tunicamycin response | reporter increase, % at 12.5 µM | 0.23% of 360,000 active | AID 588692;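 active means mean luciferase reporter signal, scaled so untreated is 0 and the glycosylation-blocking control 100, at or above a set limit in every replicate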;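 further: luciferase carries N-glycosylation sites so blocking glycosylation raises the light; 0% = median of neutral control wells and 100% = median of 100 nM tunicamycin wells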
TLR9-MyD88 block: inhibitors of human TLR9-MyD88 binding; inhibition, % at 4.98 µM; Q9NR96+Q99836; CHO BLA complementation TLR9-MyD88, CCF4 FRET ratio; 0.21% of 340,000 active;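 active means inhibition above the mean over all tested compounds plus 3 SD, cut at about 21% in these data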;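 further: 0% = DMSO only wells and 100% = clavulanate BLA inhibitor control wells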
m5-HT2A agonist: mouse HTR2A agonism via beta-arrestin recruitment; CHO-K1 mHTR2A beta-arrestin complementation, luminescence; percent of 30 µM serotonin response; activation, % at 7.6 µM; 0.66% of 360,000 active;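 active means activation above a run cutoff, the mean activation of all tested compounds plus 3 SD, cut at about 14% in these data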;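 further: 0% = plate median of compound wells and 100% = 30 µM serotonin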
Target sequence (P35363 whole entry, looked up): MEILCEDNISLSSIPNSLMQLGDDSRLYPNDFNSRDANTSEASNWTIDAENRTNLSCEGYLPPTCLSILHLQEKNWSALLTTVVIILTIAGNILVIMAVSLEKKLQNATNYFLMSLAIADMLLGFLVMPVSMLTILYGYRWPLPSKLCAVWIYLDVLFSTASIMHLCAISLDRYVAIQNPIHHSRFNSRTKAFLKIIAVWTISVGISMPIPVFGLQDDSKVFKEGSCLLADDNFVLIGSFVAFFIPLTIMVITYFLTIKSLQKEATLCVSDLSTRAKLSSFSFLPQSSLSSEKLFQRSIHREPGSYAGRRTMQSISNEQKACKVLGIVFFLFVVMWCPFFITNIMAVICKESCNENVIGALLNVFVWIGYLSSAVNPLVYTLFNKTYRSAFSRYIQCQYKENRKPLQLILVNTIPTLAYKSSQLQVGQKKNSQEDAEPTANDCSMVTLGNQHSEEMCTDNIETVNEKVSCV
ABHD5-PLIN5 inh: blocks binding of human ABHD5 to perilipin-5 | Q00G26+Q8WTS1 | Split G. princeps luciferase complementation, luminescence, 4 h | inhibition, % at 4 µM | 0.78% of 360,000 active;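 active means inhibition above the mean inhibition across every tested compound plus 3 SD, cut at about 22% in these data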;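 further: 0% = DMSO only wells and the 100% control is not disclosed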
NOD2 RIPK2 PPI: inhibitors of human NOD2-RIPK2 interaction | AID 624267 | inhibition, % at 4.98 µM | CHO BLA complementation NOD2-RIPK2, CCF4 ratio | 0.38% of 360,000 active | O43353; in the data active means inhibition above about 21%;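 further: 0% = vehicle only and 100% = reference blocker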
Target sequence (O43353 whole entry, looked up): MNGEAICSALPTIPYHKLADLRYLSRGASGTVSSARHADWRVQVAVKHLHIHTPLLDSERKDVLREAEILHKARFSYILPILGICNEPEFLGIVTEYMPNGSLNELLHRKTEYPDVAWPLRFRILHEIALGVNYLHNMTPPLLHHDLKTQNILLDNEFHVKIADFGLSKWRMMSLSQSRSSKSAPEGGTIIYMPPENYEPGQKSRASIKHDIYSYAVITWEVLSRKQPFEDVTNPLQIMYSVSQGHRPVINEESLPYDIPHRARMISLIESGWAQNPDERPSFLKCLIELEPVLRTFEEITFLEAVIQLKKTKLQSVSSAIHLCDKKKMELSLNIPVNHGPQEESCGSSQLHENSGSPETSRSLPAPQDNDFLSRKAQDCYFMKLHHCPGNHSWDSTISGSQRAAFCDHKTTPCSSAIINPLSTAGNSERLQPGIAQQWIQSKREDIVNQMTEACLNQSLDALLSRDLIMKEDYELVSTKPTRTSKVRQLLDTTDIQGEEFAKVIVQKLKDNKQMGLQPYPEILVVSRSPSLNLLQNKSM
MC4R antagonist: antagonists of human melanocortin 4 receptor (MC4R); AID 540295; inhibition, % at 6.5 µM; P32245; MC4R-expressing cells, MTII-stimulated cAMP, LANCE TR-FRET; 0.48% of 360,000 active;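 active means inhibition above its plate's cutoff, the mean of tested wells on that plate plus 3 SD, cut at about 29% in these data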;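 further: 0% = Melanotan II alone and 100% = Melanotan II plus saturating MCL0020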
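System: U2OS cells stably expressing human melanocortin 4 receptor (MC4R). Reagent: Melanotan II challenge after compound preincubation. Doses: 6.5 µM. Times: 30-min compound, 1-h challenge, 1-h detection, room temperature. Measured by: TR-FRET with Eu-cAMP and labeled anti-cAMP, 671 nm. Replicates: singlicate.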
MC4R ag barr: human MC4R agonism via beta-arrestin | activation, % at 8.9 µM | AID 540308 | 0.98% of 360,000 active | U2OS MC4R beta-arrestin complementation, luminescence; percent of melanotan II response, DMSO zero;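 active means activation above a per-plate cutoff, the mean activation of sample wells on that plate plus 3 SD, cut at about 8% in these data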
ABCB6 inh 2: inhibitors of human ABC transporter ABCB6; K562-ABCB6 porphyrin accumulation, flow cytometry, 1 h; hits give low values; fluorescence ratio to DMSO, % at 10 µM; 0.19% of 360,000 active;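 active means fluorescence ratio to DMSO below 75%, the collection mean minus 3 SD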;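 further: signal is porphyrin accumulated inside mitochondria; 100% equals median channel fluorescence of DMSO control wells; lower ratio means ABCB6 inhibition with less porphyrin fluorescence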
* = called active by the depositor; · = no result given.

| SMILES | MC4R antagonist | ABCB6 inh 2 | ABHD5-PLIN5 inh | H9c2 protect | TLR9-MyD88 block | NOD2 RIPK2 PPI | Glyco luc inh | m5-HT2A agonist | MC4R ag barr | SRC2 inh |
| --- | --- | --- | --- | --- | --- | --- | --- | --- | --- | --- |
| C=CCn1c(=N)n(CC(O)COc2ccccc2OC)c2ccccc21 (configuration not stated) | 0 | 103 | 10 | 9 | 1 | 7 | 1 | -4 | 0.6 | -5 |
| c1ccn2cc(CSC3=NCCS3)nc2c1 | 5 | 106 | -1 | -4 | -5 | -2 | -3 | -4 | 0.9 | -29 |
| CCOC(=O)c1sc(=NC(=O)c2cccc(OC)c2)n(C)c1C | 4 | 98 | 3 | -4 | -4 | -2 | -1 | 4 | -0.6 | -61 |
| CC(=O)c1ccc(NC(=O)Nc2ccc3c(c2)nc(C)n3C)cc1 | -4 | 98 | -1 | -3 | 2 | -7 | -1 | 1 | -0.2 | -61 |
| COc1ccc(C2=NOC(c3nnc(-c4ccccc4)o3)C2)cc1 (configuration not stated) | 2 | 93 | -9 | 7 | -4 | -11 | 1 | 3 | 0.9 | -17 |
| O=C(Nc1ccccc1Cl)NC1(C(=O)N2CCC(O)CC2)CCCCC1 | -1 | 94 | 2 | -3 | -15 | -9 | -2 | 0 | -0.7 | 13 |
| O=[N+]([O-])c1ccc(N2CCNCC2)cc1NCc1cccnc1 | 10 | 94 | 5 | 10 | 6 | 3 | 2 | -2 | -2.3 | 9 |
| O=C(NCc1ccc2c(c1)OCO2)c1ccc(Br)cc1 | 10 | 93 | 0 | -5 | -9 | -2 | -2 | -3 | -0.3 | -26 |
| O=C1CC(C(=O)Nc2ccccc2)C2(CCCC2)O1 (configuration not stated) | 3 | 85 | -4 | 1 | 4 | -6 | 3 | -2 | 0.7 | 3 |
| Cc1ccnc(NC(=O)CCC2CCCCC2)c1 | 4 | 88 | -3 | -13 | -3 | 0 | -5 | 0 | -0.3 | -40 |
| CCOc1ncccc1C(=O)N1CCN(c2cc(Cl)ccc2C)CC1 | -15 | 101 | -6 | -4 | -1 | 13 | 30* | -3 | -1.9 | 12 |
| CN1C(=O)CCC2(c3ccccc3)CC=C(O)C=C12 (configuration not stated) | 3 | 110 | 1 | 4 | 1 | 0 | 2 | -2 | -1.1 | -19 |
| Cc1cc2nc(C3CCCN(C(=S)Nc4ccccc4)C3)[nH]c2cc1C (configuration not stated) | 8 | 77 | -3 | -2 | -2 | -1 | 3 | -2 | 5.7 | 21 |
| O=C(O)Cc1ccc(C(=O)c2ccc(Cl)cc2Cl)s1 | 9 | 98 | -9 | 2 | 1 | 6 | 1 | -2 | -2.2 | -27 |
| CC(Nn1cnnc1)c1cc(Cl)ccc1O (configuration not stated) | 7 | 99 | 9 | 2 | -12 | 1 | 0 | 4 | 0.8 | 2 |
| O=c1c2ccccc2n2c(-c3ccc(F)cc3)nnc2n1Cc1ccccc1 | 9 | 96 | -1 | 10 | 8 | 7 | -2 | -2 | -1.1 | 6 |
| CCOc1ccc2nc(NC(=O)CSc3cn[nH]n3)sc2c1 | 19 | 91 | -3 | -11 | 9 | -6 | -10 | 8 | -1.5 | -20 |
| CC(C)COC(=O)NCCCOC(=O)Nc1ccccc1 | 7 | 100 | -7 | -5 | 0 | -4 | 1 | 1 | -1.1 | -3 |
| O=Cc1ccc(OC2OCCOC2Oc2ccc(C=O)cc2)cc1 (configuration not stated) | 15 | 98 | -3 | -3 | 0 | 3 | 2 | 2 | -0.8 | -15 |
| CCOC(=O)N1CCC(N(C(=O)Nc2ccc(CC)cc2)C(C)CC)CC1 (configuration not stated) | 9 | 95 | -5 | -5 | -6 | -7 | -2 | 2 | -1.3 | -26 |
| COc1ccc(-c2noc(CCCC(=O)Nc3ccc(C(N)=O)cc3)n2)cc1OC | 8 | 97 | -1 | 5 | -5 | -4 | 2 | 5 | 2.2 | -9 |
| CN(C(=O)c1ccc(NC(=O)Cc2ccc(NC(=O)C3CCCN(C(=O)C4CCCCC4)C3)cc2)cc1)C1CC1 (configuration not stated) | 3 | 94 | -2 | -2 | 2 | -6 | -1 | -4 | 0.1 | -10 |
| Cc1nn(-c2ncccn2)c2c1C(=O)CC(C)(C)C2Br (configuration not stated) | -2 | 105 | 2 | 5 | 4 | -3 | 0 | 2 | 0.9 | 23 |
| O=C(CN1C(=O)NC2(CCCCCC2)C1=O)N1CCCCC1 | 1 | 102 | -5 | -4 | -5 | -6 | 2 | -4 | 0.6 | -35 |
| c1csc(-c2ccn[nH]2)c1 | 19 | 97 | -6 | -2 | -7 | 1 | -2 | 6 | 2.1 | -19 |
| NS(=O)(=O)c1ccc(NC2=CC(=O)C(=O)c3ccccc32)cc1 | -4 | 108 | -51 | -17 | -6 | 2 | -7 | 6 | -1.4 | 7 |
| CC1(C)OC(c2ccccc2)=C/C(=C\C=N\NC(=O)c2ccncc2)O1 | 11 | 99 | 3 | 25 | · | -1 | -2 | -5 | -1.4 | 3 |
| COc1ccc(CN(C)C(=O)CCN=C2NS(=O)(=O)c3ccccc32)c(OC)c1 | -12 | 89 | -6 | -1 | -4 | 3 | -1 | 0 | 0.2 | -3 |
| CCC(C)N(C(=O)COC(=O)c1cn(CC)c2nc(C)ccc2c1=O)C1CCS(=O)(=O)C1 (configuration not stated) | -1 | 93 | 4 | 5 | 1 | -12 | -1 | 14 | -0.5 | 10 |
| CCOc1ccc(CO[C@@H]2O[C@H](CO)[C@@H](O)[C@H](O)[C@H]2NC(C)=O)cc1OC | 4 | 105 | 1 | -1 | -13 | -7 | 3 | 2 | 0.4 | -21 |
| CCOc1ccccc1CNC(=O)Cn1ccc2cc(S(=O)(=O)N3CCC(C)CC3)ccc21 | 14 | 98 | -4 | -8 | -2 | 1 | -6 | 2 | -2.6 | · |
| C=CC[C@@H](CC(=O)N(CCO)Cc1ccccc1)C(=O)NCCOC(=O)[C@H](CC=C)CC(=O)OC(C)(C)C | 4 | 95 | 13 | 10 | -4 | -12 | -1 | -6 | -0.6 | 6 |
| Cc1ccc(CNC(=O)c2cc(S(=O)(=O)N3CCCC3)cn2C)cc1 | 9 | 100 | -3 | 3 | -3 | -2 | 0 | -1 | 1.3 | -24 |
| O=C(Nc1ccc(-c2n[nH]c(=S)o2)cc1)c1ccccc1 | 4 | 99 | 2 | -4 | 2 | 0 | 2 | 4 | -2.2 | -14 |
| Cc1cccc(C(=O)NCC(=O)OC(C)C(=O)Nc2ccc(Cl)cn2)c1 (configuration not stated) | 24 | 103 | 2 | -6 | 3 | -7 | 1 | 3 | 1.5 | -25 |
| COc1ccc(N2CCN(C(=O)CS(=O)Cc3nc(-c4ccc(OC)c(OC)c4)oc3C)CC2)cc1 (configuration not stated) | -1 | 91 | -7 | -1 | -2 | -17 | 0 | -1 | -3.9 | -14 |
| O=C(Nc1ccc2c(c1)CCCN2C(=O)c1ccccc1)c1ccccc1 | 0 | 92 | -9 | 6 | -7 | -1 | -6 | 5 | -2.3 | -14 |
| Cc1csc(SCC(=O)Nc2cc(F)ccc2C)n1 | 3 | 93 | -14 | -7 | 9 | -1 | 2 | 5 | -1.5 | -18 |
| O=C(CCNS(=O)(=O)c1cccs1)NCc1cccs1 | 1 | 103 | -4 | 0 | 0 | -4 | 2 | -3 | -0.5 | -21 |
| CCOC(=O)c1[nH]c(C)c(C(=O)N2CCOCC2)c1C | -2 | 106 | 1 | 1 | -2 | -7 | 1 | 1 | -2.6 | -30 |
| CCCN1C(=O)c2ccc(C(=O)NC3=NCCS3)cc2C1=O | 7 | · | -7 | -1 | 8 | -5 | 1 | 8 | -0.7 | -13 |
| CCOC(=O)C(O)(NC(=O)c1cccnc1)C(F)(F)F (configuration not stated) | -4 | 94 | -5 | 1 | -1 | 3 | 8 | 1 | -1.6 | -7 |
| Cc1ccc(NC(=O)c2sccc2C)cc1[N+](=O)[O-] | -3 | 90 | 5 | -8 | -7 | -10 | -2 | 2 | -0.9 | -5 |
| CC(C)N(C(=O)Cn1c(SCC(=O)NCc2ccc3c(c2)OCO3)nc2ccccc21)C(C)C | 5 | 97 | 0 | -5 | 7 | 5 | -1 | 4 | 1.8 | 13 |
| CCN(CC)C(=O)[C@H]1C[C@H](CC(=O)NCCc2ccccn2)C(=O)N2CCc3c([nH]c4cc(-c5ccco5)ccc34)[C@]12C | 2 | 94 | 24* | 12 | -8 | -8 | -3 | 5 | -0.6 | -7 |
| COc1ccc(NC(=O)Nc2cccc3c2O[C@H](CN(C)C(=O)Nc2ccc4c(c2)OCO4)[C@@H](C)CN([C@H](C)CO)C3=O)cc1 | 19 | 87 | -5 | 18 | 13 | 6 | -1 | 8 | 1.6 | -15 |
| c1ccc(-c2nnc3n2N=C(c2ccc4c(c2)OCO4)CS3)nc1 | 9 | 97 | -1 | 20 | 8 | -1 | 1 | -1 | -0.6 | -14 |
| COc1ccc(/C=C/C(=O)NCCCN2CCCCCC2)cc1 | 5 | 101 | 2 | 2 | -6 | -8 | -4 | -6 | -0.6 | -23 |

Full records from above. Values in the order: MC4R antagonist	ABCB6 inh 2	ABHD5-PLIN5 inh	H9c2 protect	TLR9-MyD88 block	NOD2 RIPK2 PPI	Glyco luc inh	m5-HT2A agonist	MC4R ag barr	SRC2 inh
Entry for `Cc1ccc(NC(=O)c2sccc2C)cc1[N+](=O)[O-]` = -3	90	5	-8	-7	-10	-2	2	-0.9	-5
Entry for `O=C(Nc1ccc2c(c1)CCCN2C(=O)c1ccccc1)c1ccccc1` = 0	92	-9	6	-7	-1	-6	5	-2.3	-14
Entry for `O=C(CCNS(=O)(=O)c1cccs1)NCc1cccs1` = 1	103	-4	0	0	-4	2	-3	-0.5	-21

Continued:
| SMILES | MC4R antagonist | ABCB6 inh 2 | ABHD5-PLIN5 inh | H9c2 protect | TLR9-MyD88 block | NOD2 RIPK2 PPI | Glyco luc inh | m5-HT2A agonist | MC4R ag barr | SRC2 inh |
| --- | --- | --- | --- | --- | --- | --- | --- | --- | --- | --- |
| Cc1cc(C)n(C(=O)c2cccc(S(=O)(=O)N3CCOCC3)c2)n1 | 3 | 98 | -4 | 2 | 2 | -6 | 0 | -2 | -4.2 | -12 |
| Cc1ccccc1N=Nc1ccc(O)c2ncccc12 | -4 | 98 | 6 | 38 | -1 | -11 | -15 | 1 | 4.3 | -2 |
| CC(OC(=O)CNS(=O)(=O)/C=C/c1ccccc1)C(=O)Nc1ccc(S(=O)(=O)N2CCCC2)cc1 (configuration not stated) | 10 | 92 | -1 | -6 | -2 | -15 | 0 | 0 | -0.9 | 13 |
| O=C(NCc1cc(C(F)(F)F)cc(C(F)(F)F)c1)C1CC(c2cccc([N+](=O)[O-])c2)=NO1 (configuration not stated) | 7 | 98 | -10 | -3 | -16 | 6 | 3 | 1 | 3.6 | 5 |
| O=C(Nc1ncn[nH]1)c1cccc(S(=O)(=O)N2CCOCC2)c1 | -6 | 105 | 7 | 5 | -3 | -5 | 2 | 0 | -3.4 | 11 |
| O=C(COc1ccccc1)N/N=C/c1ccc(O[C@@H]2O[C@H](CO)[C@@H](O)[C@H](O)[C@H]2O)cc1 | -6 | 93 | 0 | 1 | 15 | -10 | 2 | 5 | -1.1 | -5 |

A portion of the library; the hit share may differ from the screen's.
